Rtt109 HAT inh: inhibitors of Candida albicans Rtt109/Vps75 histone acetyltransferase; Q5AAJ8; purified Rtt109/Vps75, ThioGlo CoA-SH fluorescence, 4 h; inhibition, % at 34.9 µM; 330,000 tested, 0.16% active;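 active = inhibition of at least 50% in every replicate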
SR-BI HDL uptake: blocks mouse SR-BI lipid uptake from DiI-HDL; inhibition, % at 12.5 µM; ldlA[mSR-BI] CHO cells, DiI-HDL uptake fluorescence, 3 h; 320,000 tested, 0.96% active;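 active = mean replicate inhibition of at least 70% and a set share of replicates each scoring 70 or more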;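 also: 0% = median of neutral control wells and 100% = median of positive control wells; values of inactives mirror those of a sister screen read the other way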
HTR5A ag: counter-screen for OPRM1-OPRD1 agonists: human HTR5A agonism | activation, % at 9.3 µM | P47898 | HTR5A agonist assay, luminescence, cell-based | 340,000 tested, 0.61% active; in the data active = activation mostly above about 9.5%, no sharp cut-off; inactive = mostly below about 7.6%;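 also: 0% = cells with vehicle only and 100% = reference agonist; strong numbers were not always called active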
CDK5 p35 inh: CDK5/p35 (human) kinase inhibition; Q00535+Q15078; Recombinant CDK5/p35, ADP-Glo luminescence, 60 min; inhibition, % at 10 µM; 330,000 tested, 0.01% active; AID 488839;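 active = highest replicate inhibition of at least 50% and at least 75% of replicates reaching 50%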;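 also: plate controls were DMSO neutral control for no effect and GW8510 at 10 µM for full effect; many of its hits are not listed in these tables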
Target sequence (Q00535 whole entry, looked up): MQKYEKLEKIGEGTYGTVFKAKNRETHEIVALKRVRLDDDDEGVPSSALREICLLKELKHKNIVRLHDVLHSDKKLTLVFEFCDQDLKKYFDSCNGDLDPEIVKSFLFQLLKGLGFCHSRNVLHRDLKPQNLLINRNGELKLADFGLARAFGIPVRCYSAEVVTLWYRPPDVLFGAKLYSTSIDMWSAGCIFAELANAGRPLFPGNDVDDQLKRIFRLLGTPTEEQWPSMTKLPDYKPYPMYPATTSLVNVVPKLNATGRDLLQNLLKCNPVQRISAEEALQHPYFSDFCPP
Target sequence (Q15078 whole entry, looked up): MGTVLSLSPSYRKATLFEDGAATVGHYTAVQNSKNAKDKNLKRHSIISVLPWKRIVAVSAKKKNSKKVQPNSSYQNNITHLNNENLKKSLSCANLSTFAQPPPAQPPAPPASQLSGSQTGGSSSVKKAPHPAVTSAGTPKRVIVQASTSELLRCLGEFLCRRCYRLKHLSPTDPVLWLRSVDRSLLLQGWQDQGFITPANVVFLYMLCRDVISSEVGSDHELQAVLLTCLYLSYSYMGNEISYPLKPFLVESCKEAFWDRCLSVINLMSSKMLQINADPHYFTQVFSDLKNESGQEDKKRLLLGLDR
PvdQ acylase: blocks Pseudomonas aeruginosa PvdQ acylase activity; inhibition, % at 10 µM; 340,000 tested, 0.063% active; purified PvdQ acylase, fluorescence plate reader; in the data active = inhibition above about 30%, passing the limit was not always enough;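 also: 0% = vehicle neutral wells and 100% = reference inhibitor wells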
dFosB act: activators of mouse delta FosB homodimer. P13346. purified delta FosB, TAMRA-CDK5 oligo fluorescence polarization; percent of positive-control signal above neutral wells. activation, % at 25 µM. 340,000 tested, 0.99% active. AID 493131;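 active = mean activation above about 17%, with every replicate also reaching it, limit read from the data, passing the limit was not always enough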;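 also: fluorescence polarization rise as delta FosB binds a TAMRA Cdk5 AP-1 oligo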
Target sequence (P13346 whole entry, looked up): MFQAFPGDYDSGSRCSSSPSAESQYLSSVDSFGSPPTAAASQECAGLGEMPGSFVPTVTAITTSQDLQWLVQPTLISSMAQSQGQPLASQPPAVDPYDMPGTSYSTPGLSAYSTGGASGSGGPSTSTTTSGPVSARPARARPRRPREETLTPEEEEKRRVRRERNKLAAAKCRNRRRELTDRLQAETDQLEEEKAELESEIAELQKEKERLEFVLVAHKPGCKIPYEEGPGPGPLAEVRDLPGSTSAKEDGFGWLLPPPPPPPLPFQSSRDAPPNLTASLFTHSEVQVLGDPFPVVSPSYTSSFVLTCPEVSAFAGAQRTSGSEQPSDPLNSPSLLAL
SR-BI DiI-HDL act: SR-BI HDL lipid transfer activation; 320,000 tested, 0.096% active; activation, % at 12.5 µM; CHO ldlA[mSR-BI] cells, DiI-HDL uptake fluorescence, 3 h; 100 = double the neutral-control signal;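 active = mean replicate activation of at least 60% and every replicate at or above 60%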;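 also: 0% = median plate neutral-control signal and 100% = twice that signal; values of inactives mirror those of a sister screen read the other way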
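Test system: SR-BI-overexpressing, LDLR-lacking CHO cells; Medium: Ham's F12 with 0.5% BSA, HEPES 25 mM, pH 7.4; Schedule: 3 h, 37 °C; Technique: bottom-read fluorescence, 550/595 nm.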
MITF TRPM1 HTS: increases MITF-driven TRPM1 promoter luciferase signal | SK-MEL-5 TRPM1-promoter luciferase, 24 h; % of positive control, neutral wells = 0 | activation, % at 12.5 µM | 300,000 tested, 0.75% active | AID 588334;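 active = mean activation of at least 80% with every replicate also reaching 80%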;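 also: 0% = neutral control wells and 100% = parthenolide positive control wells; values of inactives mirror those of a sister screen read the other way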
cardiac RTF act: cardiac RTF calcium sensitization. P19429+P45379. IANBD-labeled TnC RTF fluorescence at EC20 calcium; 0% EC20 calcium, 100% full calcium. activation, % at 7.2 µM. 340,000 tested, 0.24% active. AID 493008;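 active = activation above the mean over all tested compounds plus 3 SD, cut at about 30% in these data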;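 also: rise in fluorescence read as greater calcium sensitivity of cardiac thin filaments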
Wnt bcat act: Wnt/beta-catenin pathway activation. Wnt/beta-catenin reporter cell assay, activator, plate reader. activation, % at 9.35 µM. 300,000 tested, 1.2% active. AID 743398; in the data active = activation above about 30%, passing the limit was not always enough;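 also: 0% = neutral control wells and 100% = positive control wells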
* = called active by the depositor; x = no result given.

SMILES	Rtt109 HAT inh	SR-BI HDL uptake	HTR5A ag	CDK5 p35 inh	PvdQ acylase	dFosB act	SR-BI DiI-HDL act	MITF TRPM1 HTS	cardiac RTF act	Wnt bcat act
CC1(C)CC(=O)C(C=NCc2cccnc2)=C(O)C1	-14	1	3	2.0	-14	3	-1	3	2	-2
CCCCn1c(N)c(N(CCOC)C(=O)C(C)N2C(=O)c3ccccc3C2=O)c(=O)[nH]c1=O (stereo not drawn)	-11	-2	-6	-3.2	-9	-3	2	-3	-7	-2
O=C(CSc1n[nH]c(-c2cc(Cl)ccc2Cl)n1)NCCN1C(=O)CSC1=O	10	15	1	-2.1	4	-1	-15	11	-2	x
CCOc1ccc(CN2CCC(n3nccc3NC(=O)c3ccccc3OC)CC2)cc1	11	21	10	-0.7	10	-11	-21	-16	-2	6
C=CCN1C(=O)C(Cc2ccccc2)SC1=Nc1ccc(C(=O)O)cc1 (stereo not drawn)	-1	-18	0	-0.2	-6	-7	18	-5	2	-1
COc1ccc(Cl)cc1N(CC(=O)Nc1ccccc1C(=O)NCc1ccco1)S(C)(=O)=O	-1	8	0	-0.3	0	-1	-8	3	1	x
O=C(NCCC1CCCCN1S(=O)(=O)c1ccccc1)C(=O)Nc1ccccc1 (stereo not drawn)	-1	9	3	-0.2	-8	-7	-9	9	4	0
COc1ccc(NC(=O)Nc2ccc(C(=O)N3CCOCC3)cc2)c(OC)c1	x	4	-4	0.0	1	2	-4	-17	-5	1
CCc1ccc(C2CC(c3ccco3)=NN2S(C)(=O)=O)cc1 (stereo not drawn)	4	-8	3	0.1	-7	4	8	43	-3	x
CCCCc1nc2sc3c(=O)n(N)cnc3c2c2c1CCC2	-3	2	7	-1.2	-13	-10	-2	4	-4	-4
c1ccc2c(c1)ccc1ccccc12	1	0	-1	-3.3	-9	1	0	11	3	-1
COC(=O)c1ccc(N/C=C\C(=O)c2ccc3c(c2)OCO3)cc1	0	38	1	3.2	-1	2	-38	21	-6	5
CSc1nc(C(=O)N2CCCC(C(=O)c3ccc(Cl)cc3)C2)cs1 (stereo not drawn)	5	x	-2	0.2	-3	-7	x	9	-6	2
Cc1cccc(NC(=S)N(CCCN2CCOCC2)C(C)c2cc3ccccc3o2)c1 (stereo not drawn)	14	x	4	-1.3	-10	-7	x	-9	-1	-3
CCOc1cccc(N)c1	-18	-2	3	0.8	-13	-2	2	-3	-4	x
COc1ccc2[nH]c3c(=O)n(CCCC(=O)NC4CCCCC4C)c(=S)[nH]c3c2c1 (stereo not drawn)	-4	5	7	0.0	-21	52*	-5	-2	1	-6
CC(OC(=O)C1CC1)C(=O)Nc1ncc(Cl)cc1Cl (stereo not drawn)	1	-17	7	-3.3	-21	-1	17	8	3	-1
CC(OC(=O)c1ccc2ccccc2n1)C(=O)Nc1ccc(N2CCOCC2)cc1 (stereo not drawn)	-6	34	2	-3.4	-10	-4	-34	x	13	x
CC1(C)O[C@H]2CC(=O)OC[C@]23[C@H]2CC[C@@]4(C)[C@H](c5ccoc5)OC(=O)[C@H]5O[C@]54[C@]2(C)[C@@H](O)C[C@@H]13	7	-18	5	-0.8	-8	-7	18	5	-5	1
COc1ccccc1NC(=O)C1CCCN(S(=O)(=O)c2ccc3c(c2)CC(C)N3C(C)=O)C1 (stereo not drawn)	11	9	4	-1.0	1	-10	-9	-2	-6	-3
O=C(CN1CCCC1)N1CCCc2c1c(=O)oc1ccc(OCc3ccccc3)cc21	-1	47	2	-0.6	-23	-10	-47	x	-1	x
Cc1ccc(NC(=O)CSc2nnc(-c3ccco3)n2N)cc1F	0	-8	-7	-1.9	17	4	8	1	-3	0
COC(=O)CNC(=O)c1cc(-c2ccncc2)nc2c(C)c(Cl)ccc12	-2	32	4	2.0	-28	-48	-32	-8	8	0
COC(=O)C1=CN(Cc2ccc(F)cc2)C=C(C(=O)OC)C1c1cc(OC)c(OC)c(OC)c1	0	-13	0	-0.5	-13	-12	13	x	7	-1
C=CCN(C(=O)CSc1nnnn1C)c1nc(-c2ccccc2)cs1	-15	15	2	0.8	-3	1	-15	62	2	-5
CCn1c(SCC(=O)N2c3ccccc3CC2C)nnc1-c1ccco1 (stereo not drawn)	-3	9	-2	3.0	9	-7	-9	13	-4	-7
CCCOc1ccc2[nH]c(C(=O)N/N=C/c3cc(OC)c(OC)c(OC)c3)cc2c1	-1	12	-2	-3.5	-3	-1	-12	x	-9	8
COCCCNc1nc(N)c([N+](=O)[O-])c(Nc2cc(OC)ccc2OC)n1	-3	13	x	0.1	-14	-1	-13	x	x	0
COc1ccc(NS(=O)(=O)c2ccc(N3C(=O)CCC3=O)cc2)cc1	12	-2	2	-1.5	-12	-2	2	0	8	-4
Nc1nc(N2CCN(c3ccc(F)cc3)CC2)n[nH]1	-2	1	-6	-1.3	2	-3	-1	2	-1	0
CCOc1ccccc1NC(=O)CSCC(=O)Nc1ccccc1	13	-14	5	-0.5	-3	4	14	1	-5	x
C=CCSc1nc(O)c(C2OC(=O)c3c2ccc(OC)c3OC)c(=O)n1-c1ccccc1 (stereo not drawn)	-16	-27	-1	0.2	-7	3	27	-8	-1	3
Cc1cc(S(=O)(=O)Nc2ccc(C(=O)NCCCn3ccnc3)cc2)ccc1F	3	-6	-3	-0.1	-11	-8	6	3	0	-2
CCCOC(=O)CC1C(=O)NCCN1C(=O)OC(C)(C)C (stereo not drawn)	2	-11	1	1.0	-10	-1	11	-2	0	0
CCOCC(=O)Nc1ccc2c(c1)N(S(=O)(=O)c1cccs1)CCC2	-4	18	3	-1.2	4	-2	-18	-12	-4	-5
O=C(CN1CCN(Cc2ccccc2)CC1)Nc1ccc([N+](=O)[O-])cc1C(=O)Nc1ccccc1F	10	20	-1	0.0	-8	-1	-20	-4	0	-2
N#CC(C#N)=CC1=C2OC(c3ccccc3)=CC(c3ccccc3)=C2CCC1	-2	116*	-3	1.1	-4	-4	-116	-22	5	x
Cc1ccc2[nH]c(=O)c(CN(Cc3ccco3)C(=O)CN3CCCC(C)C3)cc2c1 (stereo not drawn)	-3	-13	4	1.0	-2	-7	13	-8	0	-2
CCOC(=O)C1(CC)NC(c2ccco2)C2C(=O)N(C)C(=O)C21 (stereo not drawn)	2	2	5	0.5	-6	4	-2	2	-2	-3
COc1[nH]c(/N=C/c2ccccc2)c(C#N)c1C#N	5	2	3	-0.5	4	-41	-2	-1	106*	-4
OC(CNC1CCCc2ccccc21)COc1ccc2ccccc2c1 (stereo not drawn)	4	-7	2	-0.3	-6	9	7	-8	1	-2
CN(C(=O)C1CCN(S(=O)(=O)c2cccs2)CC1)c1ccccc1	-9	-2	2	-4.0	-8	4	2	0	-1	2
CCCN1C(=O)/C(=C\C=C2\N(CC)c3ccccc3C2(C)C)SC1=S	5	87*	-8	0.2	5	-99	-87	5	90*	-4
O=C(CN1C(=O)COc2ccc(Cl)cc21)Nc1ccccn1	x	3	11	-1.6	1	0	-3	-1	0	0
CCCOc1ccc2c3c(c(=O)oc2c1OCCC)CCC3	-1	9	-3	0.0	0	-10	-9	-3	-1	-3
Cc1ccc(NC(=O)CCC(=O)c2ccc(Cl)s2)nc1	9	-15	-5	-0.4	-5	-16	15	12	-2	1
Cc1noc(C)c1COC(=O)C1CCN(S(=O)(=O)c2ccc(F)cc2)CC1	-1	12	-4	2.1	-17	-6	-12	-9	-2	-2
COc1ccc(CNC(=O)COC(=O)c2ccc(Br)cc2)cc1	-3	0	-1	1.8	-6	4	0	-1	0	0
O=C(CN(Cc1ccccc1)C1=NCCS1)c1ccc(Cl)cc1	x	5	1	-1.3	10	-6	-5	-5	-2	-5
CN1/C(=C/C(=O)COC(=O)C2COc3ccccc3O2)C(C)(C)c2ccccc21 (stereo not drawn)	2	-9	-5	0.6	-1	11	9	-10	-4	-2
Cc1nnc(Nc2ccc(Cl)cc2)n(N)c1=O	3	-4	0	0.9	-6	-4	4	x	6	-4
COC(=O)C1CCN(c2cc(=O)n(-c3ccccc3Cl)c(=O)[nH]2)CC1	-12	30	1	0.5	-8	-9	-30	-6	3	x
S=C1NCCC12C(=S)Nc1ccccc12 (stereo not drawn)	-7	-19	-5	-1.2	1	7	19	x	4	-1
O=C(Nc1ccc(O)c(C(=O)O)c1)c1cccc(NC(=O)c2ccco2)c1	0	-34	3	-5.8	-1	0	34	x	2	-1
CCCCOC(=O)C[N+](C)(C)CCOC1CC2CCC1(C)C2(C)C (stereo not drawn)	x	-36	2	-0.3	2	-8	36	-11	1	-3
COc1ccc(C2CC3CC(c4ccccc4)N2O3)cc1 (stereo not drawn)	-6	-14	-9	3.5	-2	0	14	8	3	x
O=C(Nc1ccc(Cl)cn1)c1cccc(S(=O)(=O)N2CCCC2)c1	7	-10	-2	0.6	2	1	10	6	-6	1
O=C(CC1OC(=O)c2ccccc21)Nc1cccc(S(=O)(=O)N2CCCCCC2)c1 (stereo not drawn)	0	52	-2	-1.0	-6	-3	-52	3	-4	0
CCN1CCCc2cc(CN(CCN3CCOCC3)C(=O)Nc3ccc(C)c(C)c3)ccc21	-2	37	5	1.0	-9	-10	-37	-3	-3	x
N=c1sccn1CC(=O)Nc1ccc(S(N)(=O)=O)cc1	-13	8	-1	-0.3	-11	-8	-8	-1	-1	-3

(cont.)
SMILES	Rtt109 HAT inh	SR-BI HDL uptake	HTR5A ag	CDK5 p35 inh	PvdQ acylase	dFosB act	SR-BI DiI-HDL act	MITF TRPM1 HTS	cardiac RTF act	Wnt bcat act
CN(C)C(=O)CCc1ccc2c3c([nH]c2c1)[C@]1(CCc2ccccc2)[C@@H](C(=O)N2CCCCC2)C[C@H](CC(=O)NCCCn2ccnc2)C(=O)N1CC3	4	-3	0	-0.8	-4	-9	3	-1	1	3
Cn1cc(C(=O)NCCN2CCN(c3cccc(Cl)c3)CC2)c2c3ccccc3n(C)c2c1=O	6	26	3	-3.0	-5	0	-26	-24	1	-3
Cc1[nH]n(-c2cccc(Cl)c2)c(=O)c1C=NC12CN3CN(CN(C3)C1)C2	8	10	3	-0.4	11	3	-10	8	-6	x
Cc1ccc(NC(=O)C2CC2c2ccccc2)cc1 (stereo not drawn)	-1	-9	1	0.5	-11	5	9	49	-2	3
O=C(COC(=O)c1cnccn1)Nc1ccc(Cl)cn1	8	-13	0	1.5	1	-1	13	12	-1	-2
N#C/C(=C\c1ccc[nH]1)C(=O)Nc1ccccc1[N+](=O)[O-]	3	12	8	0.4	-8	-9	-12	5	-1	22
Oc1c(CN2CCN(c3ccc(F)cc3)CC2)cc(Cl)c2cccnc12	11	20	-1	3.9	14	9	-20	-68	4	-9
O=C(NCc1ccc2c(c1)OCO2)c1cc(S(=O)(=O)N2CCCCC2)ccc1F	-13	10	3	-1.5	-12	-6	-10	5	-1	x

Assay outcomes as filed in PubChem BioAssay.
